# DAGLB inh – blocks human DAGLB lipase activity. Q8NCG7. HEK293T DAGLB membrane lysate, EnzChek fluorogenic substrate. inhibition, % at 5.17 µM. 0.059% of 340,000 active. AID 504411; in the data active means inhibition above about 34%;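 further: 0% = enzyme with vehicle and 100% = wells lacking enzyme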
# DSG3 Ab inh – inhibitors of pemphigus antibody binding to human desmoglein-3; P32926; DSG3-coupled beads, scFv-anti-DSG3-GFP binding, flow cytometry; hits give low values; binding (percent of control), % at 10 µM; 0.48% of 310,000 active; AID 588358;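 active means binding more than 3 SD below its plate's average and above zero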;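 further: hits lower antibody fragment binding to DSG3; some compounds called inactive have numbers as strong as hits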
# HTR5A ag ctr – HTR5A agonism, opioid heterodimer counter-screen | 0.61% of 340,000 active | activation, % at 9.3 µM | HTR5A agonist assay, luminescence, cell-based | P47898; in the data active means activation mostly above about 9.5%, no sharp cut-off; inactive means mostly below about 7.6%;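 further: 0% = cells with vehicle only and 100% = reference agonist; strong numbers were not always called active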
# HTR5A inv ctr – inverse agonist of human HTR5A in OPRM1-OPRD1 counter-screen; inhibition, % at 9.3 µM; 0.083% of 340,000 active; AID 504634; P47898; HTR5A cell line, luminescence, inverse agonism; in the data active means inhibition mostly above about 23%, no sharp cut-off; inactive means mostly below about 18%;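 further: 0% = cells with DMSO and 100% = no-cell wells with DMSO; some compounds called inactive have numbers as strong as hits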
# PKA-R2B act – PKA-R2B complex activation; P22694+P31323; PKA-R2B holoenzyme dissociation, Cy5-IP20 fluorescence polarization; R2B truncated from residue 108, S112A mutant; 0% DMSO only, 100% 113 µM cGMP; activation, % at 11.4 µM; 0.079% of 340,000 active; AID 504700;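 active means activation above a cutoff set at the mean over all compounds plus 3 SD, cut at about 18% in these data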;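 further: higher means more holoenzyme dissociation and a rise in polarization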
# Arr AP2 block – human beta-arrestin and AP2 interaction inhibition. inhibition, % at 10 µM. FITC-arrestin peptide / GST-AP2 beads, flow cytometry; AP2 beta2 appendage carries R879A mutation. 0.31% of 340,000 active;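 active means inhibition above a set limit, near 3 SD of compounds lacking own fluorescence, cut at about 54% in these data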;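 further: plate controls were DMSO wells for no effect and 5 µM unlabelled arrestin peptide for full effect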
#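 System: GST-AP2 R879A glutathione beads. Medium: PBS with 0.05% Tween 20 and 0.1% BSA. Also added: FITC-arrestin peptide, 50 nM. Incubation: 12 min plus 1 h, RT. Measured by: high-throughput flow cytometry of beads, ex 488, em 535 nm. Evaluation: percent drop in bead-associated FITC signal.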
# PKA-R1A activ – activates the PKA-R1A holoenzyme complex | P00514+P68181 | PKA-R1A dissociation, Cy5-IP20 fluorescence polarization; scaled: DMSO 0%, 113 µM cGMP 100% | activation, % at 11.4 µM | 0.083% of 340,000 active;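 active means percent activation above the mean of all tested compounds plus 3 SD, cut at about 19% in these data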;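 further: higher means more PKAc released from R1A so a rise in polarization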
# V-ATPase pHluor – regulators of yeast V-ATPase proton transport | AID 504577 | S. cerevisiae, pHLuorin cytosolic pH fluorescence | response, % at 10 µM | 0.37% of 350,000 active; in the data active means response mostly above about 7.3%, no sharp cut-off; inactive means mostly below about 5.4%; further: actives read high; inactives centre near 0; some compounds called inactive have numbers as strong as hits; reference of the scale not given here
# MOR-DOR inv ag – inverse agonists of human mu-delta opioid receptor heterodimerization. P35372+P41143. cell-based MOR-DOR heterodimer luminescence, inverse agonism. inhibition, % at 9.3 µM. 0.21% of 340,000 active. AID 504357; in the data active means inhibition above about 22%, passing the limit was not always enough;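 further: 0% = cells with DMSO and 100% = wells without cells with DMSO; values of inactives mirror those of a sister screen read the other way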
# Target sequence (P35372 whole entry, looked up): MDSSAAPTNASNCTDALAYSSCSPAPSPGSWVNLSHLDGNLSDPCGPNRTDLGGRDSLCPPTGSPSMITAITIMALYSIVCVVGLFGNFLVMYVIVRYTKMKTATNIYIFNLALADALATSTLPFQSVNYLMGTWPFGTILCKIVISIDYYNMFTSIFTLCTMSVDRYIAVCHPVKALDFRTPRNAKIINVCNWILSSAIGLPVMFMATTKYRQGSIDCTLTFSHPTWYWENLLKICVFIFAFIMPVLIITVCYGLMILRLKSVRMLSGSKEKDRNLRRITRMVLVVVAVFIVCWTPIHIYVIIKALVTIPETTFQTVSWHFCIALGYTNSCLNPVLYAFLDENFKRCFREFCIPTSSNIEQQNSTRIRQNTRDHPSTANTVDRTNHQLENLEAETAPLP
# Target sequence (P41143 whole entry, looked up): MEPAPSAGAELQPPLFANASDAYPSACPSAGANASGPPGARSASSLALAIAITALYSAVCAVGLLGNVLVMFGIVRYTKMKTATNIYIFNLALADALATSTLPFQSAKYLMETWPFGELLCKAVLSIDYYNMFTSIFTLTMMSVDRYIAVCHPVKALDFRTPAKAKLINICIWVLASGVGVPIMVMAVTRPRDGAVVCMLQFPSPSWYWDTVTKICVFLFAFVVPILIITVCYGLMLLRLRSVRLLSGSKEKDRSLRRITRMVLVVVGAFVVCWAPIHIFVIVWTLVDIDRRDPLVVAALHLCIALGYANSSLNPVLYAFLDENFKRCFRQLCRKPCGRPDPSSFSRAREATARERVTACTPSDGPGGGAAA
# MOR-DOR ag – OPRM1-OPRD1 heterodimerization agonism; P35372+P41143; cells, luminescence; activation, % at 9.3 µM; 0.3% of 340,000 active; in the data active means activation above about 18%;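 further: 0% = vehicle-treated cells and 100% = reference agonist; values of inactives mirror those of a sister screen read the other way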
# * marks the source's active call; other numbers are inactive results; nt = not tested or not shown.
SMILES,DAGLB inh,DSG3 Ab inh,HTR5A ag ctr,HTR5A inv ctr,PKA-R2B act,Arr AP2 block,PKA-R1A activ,V-ATPase pHluor,MOR-DOR inv ag,MOR-DOR ag
CCN(CC)S(=O)(=O)c1ccc(/C=C/C(=O)Nc2ccc(F)cc2F)cc1,-2,87,1,-3,5,7,7,-4,-16,2.5
CN(CC(=O)Nc1cccc(F)c1)C(=O)c1cc(S(=O)(=O)N2CCN(c3ccccc3)CC2)ccc1Cl,-4,98,-2,6,0,0,-6,1,20,-4.7
CN(C(=O)c1ccc(Oc2ccc([N+](=O)[O-])cc2)cc1)C1CCCCC1,-8,92*,1,-3,-3,-8,-8,2,-39,7.6
COc1ccc(N2CCN(C(=O)CCCOc3cc(=O)n(C)c4ccccc34)CC2)cc1,2,96,-6,17,-1,-1,2,-1,34*,-6.8
CC(=O)NC(CC(=O)NC12CC3CC(CC(C3)C1)C2)c1ccccc1 (stereo not drawn),-1,119,3,-5,-1,6,-3,1,15,-2.8
Cc1noc(C)c1COc1ccc(C(=O)OCC(N)=O)cc1,1,110,-2,4,-3,-6,-8,0,13,-2.2
CC(=O)N1CCN(c2ccc(NC(=O)c3ccc(C)cc3)cc2)CC1,3,nt,7,-18,4,-3,4,-4,13,-2.2
COc1cc(C(=O)NCCOC(=O)c2cccc(N(C)C)c2)cc(OC)c1OC,-1,108,5,-7,9,-17,7,4,2,-0.4
CC(=O)Nc1cc(C(C)(C)C)c(O)c(C(C)(C)C)c1,2,104,-1,12,5,5,-7,7,-3,0.6
COC(=O)CC(N)c1ccc(OC)c2ccccc12 (stereo not drawn),0,96,0,-5,-11,8,-2,-2,14,-2.4
CCCCn1c(N)c(N(CCOC)C(=O)CCCc2nc3ccccc3s2)c(=O)[nH]c1=O,1,106,-3,9,-9,2,-8,2,-7,1.0
O=C(Nc1ccccc1)OC1CCCCc2cccnc21 (stereo not drawn),-4,112,-2,-15,5,21,-4,-6,6,-1.2
N#CCSc1n[nH]c2nc3c(c(=O)n12)C1(CCCC1)Cc1ccccc1-3,11,106,5,-14,-1,0,-10,-2,18,-3.2
Oc1cc2c(cc1C(c1ccc(Br)cc1)N1CCCC1)OCO2 (stereo not drawn),-1,94,0,-1,-1,60*,-1,0,-10,2.0
CCCCN(C)C(=O)C1CCN(Cc2cccnc2)CC1,1,113,1,-3,-7,32,-6,-1,1,-0.3
CC1CN(c2cc(-c3ccccc3)c3ccccc3n2)CC(C)O1 (stereo not drawn),-5,82,-2,-27,-10,6,-6,-5,-30,5.4
Cc1cc(C)nc(NC(=O)C(c2ccccc2)c2ccccc2)n1,-2,106,-2,8,-8,0,3,-1,16,-2.7
CCC(C)C(NC(=O)C1CCC(=O)N1C(=O)OCc1ccccc1)C(=O)NC(C(=O)N1CCCC1C(N)=O)C(C)CC (stereo not drawn),0,95,7,-20,-5,-6,-2,3,-5,0.6
O=C(Nc1nnc(-c2ccco2)o1)c1cccc(N2C(=O)CCC2=O)c1,2,nt,-1,2,-12,-5,-5,0,6,-1.3
O=C(CCc1nc2ccccc2c(=O)[nH]1)NCCN1C(=O)S/C(=C\c2ccc(OC(F)F)cc2)C1=O,3,105,5,-13,-1,3,0,-4,11,-2.7
O=C1[C@@H]2[C@H](C(=O)N1n1cnnc1)[C@H]1C=C[C@@H]2C1,-2,102,4,-12,6,1,-20,-2,13,-2.4
OCCNCc1cccc(OCc2ccc(Cl)cc2)c1,3,111,3,1,-3,41,4,4,-7,1.5
Cc1ccc2nc(SCCCCOc3ccccc3)[nH]c2c1,-6,105,-2,-8,-5,-7,1,5,-14,2.5
O=[N+]([O-])c1cc([N+](=O)[O-])c(Oc2cncc(Cl)c2)cc1NC1CCCCCCC1,-4,97,-3,-3,4,-1,5,2,17,-2.9
O=C(CN(Cc1ccco1)C(=O)CNS(=O)(=O)c1ccc(Cl)cc1)NCc1ccco1,2,109,3,-9,-13,1,-5,-2,2,-0.4
Cc1ccc(OCC(=O)NC(=S)Nc2ccc(Br)cn2)cc1C,-6,85,-3,8,3,16,-3,2,-12,1.9
CCN(CC)CCNC(=O)Cn1cnc2sc(C)c(S(=O)(=O)N3CCC(C)CC3)c2c1=O,-9,nt,3,-4,5,-8,-8,2,-18,2.8
O=C(Nc1ccc(Oc2c(F)c(F)c(F)c(F)c2F)cc1)OC1CCN2Cc3ccccc3N=C12 (stereo not drawn),1,113,4,-5,-16,35,2,0,-7,1.4
CNC(=O)c1sc(Nc2ccc(OCc3ccccc3)cc2)nc1C,0,94,7,-18,-1,-3,8,-3,3,-0.6
COc1cccc(N(C(=O)c2snc(C(N)=O)c2N)C(C(=O)NCc2ccccc2)c2ccc(O)cc2)c1 (stereo not drawn),4,97,2,3,-10,-10,-14,1,1,-0.1
O=C(Cc1csc(NC(=O)Nc2ccc(Cl)cc2)n1)NCc1cccnc1,1,105,-2,5,-7,-2,-1,-1,-3,0.5
O=C(CNC(=O)c1cccc(-n2cccc2)c1)Nc1ccccc1Br,-1,101,nt,nt,-7,nt,0,2,nt,nt
Cc1ccc(C)c2[nH]c(=O)c(C(c3nnnn3CCc3ccccc3)N3CCOCC3)cc12 (stereo not drawn),7,104,-1,-12,9,9,-5,-1,-16,2.8
COCCNC(=O)CN(C(=O)CCC(=O)Nc1ccccn1)c1ccc(C)cc1C,-1,115,4,-11,1,10,-9,-2,10,-1.9
CCCOc1cccc(C2C(C(=O)c3ccco3)=C(O)C(=O)N2CCCn2ccnc2)c1 (stereo not drawn),2,nt,-1,2,-5,-2,-22,1,10,-2.0
CSc1nc2nccc(-c3ccc(Oc4ccccc4)cc3)n2n1,-10,111,6,-18,-13,2,2,3,-3,0.5
COc1cccc(-n2c(CN3CCN(c4ccccn4)CC3)nc3ccc([N+](=O)[O-])cc3c2=O)c1,1,100,6,-1,-12,-5,-3,-1,-4,0.8
Nc1cc(S(=O)(=O)Nc2ccc(Cl)cc2)ccc1N1CCOCC1,-2,95,-2,-6,-3,39,0,6,-18,3.3
Cc1cccc(-c2nc3c(c(SCC(=O)N4CCCC4)n2)COC(C)(C)C3)c1,2,nt,3,5,-3,-3,-6,-3,9,-1.9
COc1ccccc1C(=O)NCC(=O)NCCCN1CCOCC1,0,103,-1,22,5,17,8,-4,7,-1.8

# Of the compounds above, 3 have bromine.
SMILES,DAGLB inh,DSG3 Ab inh,HTR5A ag ctr,HTR5A inv ctr,PKA-R2B act,Arr AP2 block,PKA-R1A activ,V-ATPase pHluor,MOR-DOR inv ag,MOR-DOR ag
Oc1cc2c(cc1C(c1ccc(Br)cc1)N1CCCC1)OCO2 (stereo not drawn),-1,94,0,-1,-1,60*,-1,0,-10,2.0
Cc1ccc(OCC(=O)NC(=S)Nc2ccc(Br)cn2)cc1C,-6,85,-3,8,3,16,-3,2,-12,1.9
O=C(CNC(=O)c1cccc(-n2cccc2)c1)Nc1ccccc1Br,-1,101,nt,nt,-7,nt,0,2,nt,nt

# (next part)
SMILES,DAGLB inh,DSG3 Ab inh,HTR5A ag ctr,HTR5A inv ctr,PKA-R2B act,Arr AP2 block,PKA-R1A activ,V-ATPase pHluor,MOR-DOR inv ag,MOR-DOR ag
CCOc1ccc(NC(=S)NCCCN2CCN(c3ccc(OC)cc3)CC2)cc1,4,98,-1,2,2,17,7,0,3,-0.5
COCCCC1CCN(C(=O)C2CCC(=O)N(CCCc3ccccc3)C2)CC1 (stereo not drawn),-2,98,nt,nt,2,nt,-3,-1,nt,nt
O=C(CSc1nc2ccccc2n1CC(=O)N1CCCC1)Nc1nccs1,-1,nt,nt,nt,5,2,2,-1,nt,nt
O=C(Nc1cc(-c2ccccc2)[nH]n1)c1ccccc1,3,106,1,6,-12,-7,-14,3,-1,0.2
CN(CCOc1ccccc1)C(=O)C1CCN(C(=O)c2ccc(F)cc2)CC1,1,105,5,1,3,-5,-2,-1,7,-1.3
C/C(=N\NC(=S)NC1CCCCC1)c1c(F)cccc1F,-6,97,-4,12,-3,-9,-11,1,-25,4.6
C/C(=N/NS(C)(=O)=O)c1ccc2ccccc2c1,1,nt,5,-14,3,1,6,2,-9,1.6
COC(=O)C1=C(C(=O)OC)[C@@H]2N(Cc3ccccc3)c3ccccc3[C@@]23C[C@@H](C(=O)OC)N(C(=O)c2ccc(Br)cc2)C3=N1,1,92,13,1,-2,5,4,1,-4,0.7
O=C(Nc1ccc(F)cc1)c1ccc2ncsc2c1,-4,93,-2,8,-10,18,-6,-6,8,-1.6
COCCN(C(=O)CSc1nnc(-c2ccccc2F)o1)c1c(N)n(Cc2ccccc2)c(=O)[nH]c1=O,-4,98,nt,nt,4,nt,0,0,nt,nt
Cc1cc(S(=O)(=O)NCc2cccs2)ccc1-n1cnnn1,1,105,-2,8,4,12,1,2,6,-1.1
CC1=C(C(=O)NC(C)c2ccccc2)C2(CCC(C)CC2)OC1=O (stereo not drawn),1,93,-2,9,0,-2,4,2,0,-0.1
CCOC(=O)c1c(-c2ccc(C)cc2)csc1NC(=O)CCN1CC(C)OC(C)C1 (stereo not drawn),-8,99,2,-6,-4,13,-8,0,-7,1.4
O=[N+]([O-])c1ccc(N2CCN(c3ccc(F)cc3)CC2)nc1,2,101,-2,7,-2,-5,2,0,-4,0.9
COc1ccc(C(CC(=O)O)NS(=O)(=O)c2ccc3c(c2)N(C(C)=O)CC(C)O3)cc1 (stereo not drawn),-1,nt,1,-2,0,15,-5,-5,22,-4.3
O=C(NCCN1CCN(c2ccccc2)CC1)C1CCN(S(=O)(=O)c2cccc3nonc23)CC1,-4,nt,-1,-9,-3,28,-2,-4,3,-0.7
CCOC(=O)N/N=C/C=C/c1ccccc1,-1,100,3,-12,0,-22,-3,0,5,-0.8
O=C(CSc1nc2ccc(Cl)cc2[nH]1)c1cccs1,-1,90,5,3,0,12,-10,-4,7,-1.4
COc1ccc2c(c1OC)C(=O)N1N=C(c3ccc(F)cc3)CC21 (stereo not drawn),1,94,4,-10,-2,-3,2,4,7,-1.0
COc1cc(/C=C(\NC(C)=O)C(=O)NC(C)(C)C)ccc1OC(C)=O,-2,90,5,-9,-10,22,-12,-4,4,-0.8
O=C(CCc1ccccc1)Nc1cccc(S(=O)(=O)N2CCOCC2)c1,-6,nt,0,7,-2,7,0,3,9,-2.5
CCCSc1nc(O)c(C2OC(=O)c3c2ccc(OC)c3OC)c(=O)n1-c1ccccc1 (stereo not drawn),0,92,1,-14,0,3,2,-5,2,-0.4
COc1ccc(NC(=S)NCc2ccco2)c(OC)c1,-1,87,-2,3,0,28,-8,-1,9,-2.2
COc1cccc(COC(=O)C2CCN(S(=O)(=O)c3ccc(C)cc3C)CC2)c1OC,-12,109,0,1,-5,21,-8,-4,12,-2.3
COc1ccc(C(=O)n2nc(-c3ccco3)nc2SC)cc1OC,2,78,-1,-20,-6,-1,-9,-3,9,-1.7
CCCC/C(O)=C1\C(=O)CC(C)(C)CC1=Nc1ccccc1OC,-5,99,4,-2,-1,-5,-8,7,-19,3.5
COc1ccc(NC(=O)c2cc(C)cc(C)c2)cc1[N+](=O)[O-],-2,101,3,1,-2,-8,-8,0,12,-2.3
Cc1ccc(CCNC(=O)CCn2ccc3cc(S(=O)(=O)N4CCCC4)ccc32)cc1,0,107,1,9,2,30,-3,4,13,-2.6
